# Screening results: PubChem, The Scripps Research Institute Molecular Screening Center
# LYPLA2 inh: LYPLA2 inhibitors, primary screen, counter-screen for PME1 inhibitor project, biochemical, fluorescence polarization, FP-Rh probe ABPP | Acyl-protein thioesterase 2 (Homo sapiens), O95372 | inhibition, % at 5.9 µM | AID 2177, 2009 | hit rate 0.38% among 320,000 | recombinant LYPLA2;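 active = inhibition above the screen-wide mean plus 3 SD, limit set per campaign, cut at about 26% in these data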;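 note: 0% = LYPLA2 with DMSO and 100% = wells lacking LYPLA2 enzyme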
# Target sequence (O95372 whole entry, looked up): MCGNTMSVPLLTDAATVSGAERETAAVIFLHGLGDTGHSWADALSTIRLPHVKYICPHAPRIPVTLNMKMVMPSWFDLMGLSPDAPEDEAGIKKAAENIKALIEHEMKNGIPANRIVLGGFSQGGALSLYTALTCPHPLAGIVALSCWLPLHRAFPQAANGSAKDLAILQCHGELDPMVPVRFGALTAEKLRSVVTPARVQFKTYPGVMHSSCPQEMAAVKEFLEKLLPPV
# PME-1 inh: PME-1 inhibitors via competitive probe labeling, primary screen, biochemical, fluorescence polarization, FP-Rh probe, HTS. inhibition, % at 5.9 µM. Protein phosphatase methylesterase 1 (Homo sapiens), Q9Y570. recombinant PME-1. hit rate 0.53% among 320,000;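 active = inhibition above the campaign mean of all compounds plus 3 SD, cut at about 26% in these data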;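 note: competitive labeling of PME-1 active site by serine hydrolase directed probe; 0% = PME-1 with DMSO and 100% = wells lacking PME-1 enzyme; inhibitors block probe labeling so polarization falls and inhibition rises; many of its hits are not listed in these tables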
# PAD4 FP inh: human PAD4 inhibitors, primary screen, biochemical, fluorescence polarization, 1536-well format | inhibition, % at 6.36 µM | AID 485272, 2010 | hit rate 0.41% among 330,000 | recombinant PAD4, RCA probe fluorescence polarization;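 active = percent inhibition above a cutoff equal to the mean of all tested compounds plus 3 SD, cut at about 15% in these data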;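 note: 0% = PAD4 with RCA probe and DMSO and 100% = probe without PAD4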
# PAFAH1B2 inh: PAFAH1B2 enzyme inhibitors, primary screen, biochemical, fluorescence polarization, human; recombinant PAFAH1B2, FP-rhodamine activity probe; inhibition, % at 3.39 µM; hit rate 1.2% among 340,000; AID 492953, 2010;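 active = inhibition above the mean of all tested compounds plus 3 SD, cut at about 24% in these data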;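 note: 0% = enzyme with DMSO and 100% = wells lacking PAFAH1B2; many of its hits are not listed in these tables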
# LYPLA1 inh: LYPLA1 inhibitors, primary screen, counter-screen for PME1 inhibitor project, biochemical, fluorescence polarization, FP-Rh probe ABPP. inhibition, % at 5.9 µM. recombinant LYPLA1. Acyl-protein thioesterase 1 (Homo sapiens), O75608. hit rate 0.16% among 320,000;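 active = inhibition above the mean of all tested compounds plus 3 SD, set per campaign, cut at about 14% in these data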;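 note: inhibitors block serine hydrolase probe labeling of LYPLA1 so polarization falls; 0% = enzyme with DMSO and 100% = wells lacking LYPLA1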
# Target sequence (O75608 whole entry, looked up): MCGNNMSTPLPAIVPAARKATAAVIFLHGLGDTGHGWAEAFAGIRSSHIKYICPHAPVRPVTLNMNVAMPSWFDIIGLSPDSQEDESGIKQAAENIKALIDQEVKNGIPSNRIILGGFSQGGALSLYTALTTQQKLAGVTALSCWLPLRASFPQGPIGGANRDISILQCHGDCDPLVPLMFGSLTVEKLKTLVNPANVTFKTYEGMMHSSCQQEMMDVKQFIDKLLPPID
# pPAFAH FP inh: pPAFAH enzyme inhibitors, primary screen, biochemical, fluorescence polarization, human; Platelet-activating factor acetylhydrolase (Homo sapiens), Q13093; recombinant pPAFAH, FP-rhodamine probe fluorescence polarization; inhibition, % at 3.39 µM; hit rate 1.5% among 330,000; AID 463082, 2010;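 active = inhibition above the mean inhibition across the screen plus 3 SD, cut at about 25% in these data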;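 note: inhibitors block binding of the rhodamine activity-based probe so polarization drops; 0% = enzyme with DMSO and 100% = wells lacking pPAFAH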
# Target sequence (Q13093 whole entry, looked up): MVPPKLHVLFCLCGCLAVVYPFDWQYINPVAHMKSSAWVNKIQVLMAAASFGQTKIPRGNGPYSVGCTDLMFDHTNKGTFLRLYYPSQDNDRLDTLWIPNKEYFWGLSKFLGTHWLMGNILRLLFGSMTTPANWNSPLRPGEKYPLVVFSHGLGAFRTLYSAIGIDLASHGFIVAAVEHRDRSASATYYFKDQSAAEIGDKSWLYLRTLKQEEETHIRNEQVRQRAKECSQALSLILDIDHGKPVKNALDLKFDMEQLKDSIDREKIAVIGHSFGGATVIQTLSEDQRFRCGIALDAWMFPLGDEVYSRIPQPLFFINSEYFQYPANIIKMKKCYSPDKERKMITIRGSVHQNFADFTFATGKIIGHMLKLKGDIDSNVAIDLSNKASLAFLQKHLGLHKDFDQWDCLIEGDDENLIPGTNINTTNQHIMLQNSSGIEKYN
# GSTO1 inh: inhibitors of recombinant GSTO1, primary screen, counter-screen for RBBP9 inhibitor project, biochemical, fluorescence polarization; activity-based probe fluorescence polarization; AID 1974, 2009; inhibition, % at 5.96 µM; hit rate 1.1% among 300,000; Glutathione S-transferase omega-1 (Homo sapiens), P78417;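 active = inhibition above the campaign mean inhibition plus 3 SD, cut at about 35% in these data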;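 note: 0% = GSTO1-1 with DMSO and 100% = wells lacking GSTO1-1 enzyme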
# PAFAH2 FP inh: PAFAH2 enzyme inhibitors, primary screen, biochemical, fluorescence polarization, human | hit rate 0.99% among 340,000 | recombinant PAFAH2, FP-rhodamine activity probe | Platelet-activating factor acetylhydrolase 2, cytoplasmic (Homo sapiens), Q99487 | inhibition, % at 3.39 µM;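 active = inhibition above the mean over all tested compounds plus 3 SD, cut at about 30% in these data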;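 note: inhibitors block probe labeling of enzyme so polarization drops; 0% = enzyme with DMSO and 100% = wells lacking PAFAH2 protein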
# PAFAH1B3 inh: PAFAH1B3 enzyme inhibitors, primary screen, biochemical, fluorescence polarization, human; hit rate 0.28% among 340,000; recombinant PAFAH1B3, FP-rhodamine probe; Platelet-activating factor acetylhydrolase IB subunit alpha1 (Homo sapiens), Q15102; inhibition, % at 3.39 µM;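 active = inhibition above the screen-wide average of all tested compounds plus 3 SD, cut at about 25% in these data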;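 note: 0% = enzyme with DMSO only and 100% = wells lacking PAFAH1B3 protein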
# An asterisk follows results filed as active; nt = no result given. Not all compounds are listed; count on the stated rates, not on these rows.
mol	LYPLA2 inh	PME-1 inh	PAD4 FP inh	PAFAH1B2 inh	LYPLA1 inh	pPAFAH FP inh	GSTO1 inh	PAFAH2 FP inh	PAFAH1B3 inh
COc1cccc(NC(=O)CN(C)CC(=O)Nc2ccccc2-c2ccccc2)c1	6	2	2	3	3	-4	5	4	6
Cc1cc(C)n(-c2nc3c(c(=O)[nH]c(=O)n3C)n2Cc2ccc(F)cc2)n1	1	0	4	-2	-1	4	0	6	2
C[C@H]1CC[C@@]2(O[C@H](CCO)C[C@H](O)[C@H]2O)O1	-11	-6	-3	0	-4	5	0	2	5
O=C(O)C1CSC(c2ccc3c(c2)OCO3)N1 (stereo not given)	9	2	2	-3	3	-2	-1	3	7
COc1ccc(S(=O)(=O)Cc2ccc(C(=O)NCc3ccco3)o2)cc1	-7	7	-2	7	0	1	3	-1	6
CCOC(=O)c1sc(C)c2c1NC(c1ccc(N(C)C)cc1)NC2=O (stereo not given)	1	5	-7	1	2	-3	4	6	1
CCn1c(SCC(=O)Nc2cc(C)on2)nnc1-c1cccs1	-2	4	1	0	3	-2	1	5	-1
CCN(c1ccccc1C)S(=O)(=O)c1cc2c3c(c1)CCC(=O)N3CCC2	0	5	-2	5	3	6	-3	-3	1
CC(=O)N1c2ccc(S(=O)(=O)N3CCC(C(=O)N4CCN(c5cc(Cl)ccc5C)CC4)CC3)cc2CC1C (stereo not given)	5	5	1	-7	-3	8	-6	-4	6
COc1cccc(/C=c2\sc3nc(-c4cccs4)nn3c2=O)c1OC	-3	-4	2	1	0	4	1	0	7
Cc1ccc2[nH]c(-c3cccc(F)c3)cc(=O)c2c1	3	-4	0	2	2	-4	2	8	4
CC(=O)c1sc(NC(=O)c2cccs2)nc1C	6	0	-3	5	3	5	-17	-3	5
O=c1nc(-c2ccccc2)nc(-c2ccccc2)[nH]1	0	-2	-1	3	0	-1	3	4	6
COc1ccc(C(=O)N2CCN(C(=O)Cc3ccccc3)CC2)cc1OC	3	-3	-2	-1	4	1	6	3	0
Cc1nn(C)cc1C(=O)/C=C/c1ccc([N+](=O)[O-])cc1	14	4	2	-3	4	2	-7	-3	10
COc1cccc(C(=O)C2CCCN(Cc3cccc(-n4nc(C)cc4C)c3)C2)c1 (stereo not given)	3	5	-5	-7	-1	5	2	-1	0
Cc1nc(C)c(NC(=O)N2CCc3ccccc32)cc1NC(=O)N1CCc2ccccc21	-15	-4	-4	0	-8	2	-7	-11	-8
COc1ccccc1NC(=O)N1CCCC1C(=O)NCCc1ccccc1 (stereo not given)	4	-5	-4	7	-3	2	6	4	8
CC1(C)CC(=O)C=C(Nc2ccc([N+](=O)[O-])cc2)C1	-3	-1	-4	4	-5	-1	8	4	10
COc1cccc(C2NC(=S)NC3=C2CCc2ccccc23)c1 (stereo not given)	1	-4	6	4	-1	11	3	4	-3
CN(C)/C=C(/C(=O)c1ccc(Cl)cc1)S(C)(=O)=O	-6	-12	-6	12	-2	-6	-6	7	10
CCOc1ccc(NC(=S)c2ccncc2)cc1	19	1	1	-1	1	-3	5	-8	7
CC(C)(C)c1ccc(C(=O)Nc2cccnc2)cc1	0	3	-1	5	-3	8	-3	2	6
CC(C)NC(=O)N(C)C[C@@H]1Oc2ccc(NC(=O)CCN3CCOCC3)cc2CC(=O)N([C@@H](C)CO)C[C@@H]1C	nt	nt	4	4	nt	-6	nt	1	2
CC1=CC(C2CC(=O)N(c3ccccc3C)C2=O)CC2C(=O)N(c3ccccc3C)C(=O)C12 (stereo not given)	-5	-6	8	5	-1	-10	-4	11	2
COc1ccc(S(=O)(=O)N2CCc3ccccc32)cc1NC(C)=O	-1	-5	-5	5	0	2	-16	3	1
CCC1=C/C(=C/N(C)c2ccccc2)C(=O)S1	8	-4	-6	15	5	13	10	6	1
CCCOc1ccc(S(=O)(=O)n2cc(Br)c(=O)[nH]c2=O)cc1	5	4	4	1	2	4	1	-5	2
CCCCOCCCNC(=O)CC(C)c1ccccc1 (stereo not given)	0	-7	-6	-2	3	5	-7	-2	-4
O=C(c1c[nH]c2ccccc12)N1CCN(c2ccccc2)CC1	5	1	-4	3	-3	1	6	3	8
O=C(Sc1cccc2cccnc12)c1ccccc1Br	11	2	13	2	4	7	-34	7	5
Cc1cc(C)nc(SC(C)C(=O)Nc2ccc(S(N)(=O)=O)cc2)n1 (stereo not given)	2	-10	3	-1	-3	3	5	-1	7
Cc1ccc(C(=O)NCC(=O)NCCCc2ccccc2)s1	-3	1	2	7	6	0	-3	-1	8
C=CCNC(=S)Nc1ccc(C(N)=O)cc1	-3	-3	-7	9	-2	1	-9	3	9
COc1cc(Br)cc(/C=C/c2ccc3cccc(O)c3n2)c1O	-1	17	-2	4	3	14	14	-1	10
CCOC(=O)N1CCC(N2CC34C=CC(O3)C(C(=O)Nc3ccc(C)cc3)C4C2=O)CC1 (stereo not given)	-7	0	0	0	-2	0	7	-8	7
CCc1ccc(NC(=O)C2=CC(c3ccc(OC)c(OC)c3)=NS(=O)(=O)N2C)cc1	-42	-26	-2	5	-22	7	-5	-20	5
CCOC(=O)c1sc2nc3n(c(=O)c2c1C)CCCCC3	8	5	-1	1	1	3	1	-2	12
C=CCNc1nc(C(=O)OCC(=O)Nc2ccc(S(N)(=O)=O)cc2)cs1	-8	-13	0	13	-6	-2	-3	-2	1
CCN(C(=O)COC(=O)Cc1c[nH]c2ccccc12)C1CCS(=O)(=O)C1 (stereo not given)	2	7	2	-2	0	-1	-1	-2	18
Cc1nc(CSc2nnc3scc(-c4ccc(Cl)cc4)n23)cs1	11	7	-2	2	4	5	4	3	9
O=C(NCCc1cccs1)c1cccs1	-6	-2	-3	1	0	4	1	1	4
Cc1csc(NC(=O)c2ccc[nH]c2=O)n1	-6	-12	4	3	1	6	-16	0	0
COc1ccc(N2CCN(C(=O)c3ccc4c(c3)NC(=O)C(CSCc3ccc(C)cc3)N4)CC2)cc1 (stereo not given)	-5	-3	-13	nt	-11	22	1	nt	nt
O=C(Nc1nc2c(s1)CCCC2)c1cc(-c2ccncc2)nc2ccccc12	-10	5	-5	-5	-8	4	-1	3	-2
O=C(Nc1cc(S(=O)(=O)Nc2ccccc2F)ccc1Cl)c1ccc(F)cc1F	nt	nt	-9	5	nt	3	nt	9	8
O=C(NC(=S)Nc1ccc(N2CCCCC2)c(Cl)c1)c1cccs1	0	9	3	-1	-4	0	1	-6	3
O=C(CCSc1nnc(-c2ccco2)o1)N1CCOCC1	-5	-2	5	-2	-3	0	15	-1	-1
CC(=O)Nc1ccc(S(=O)(=O)Nc2ccc3ccccc3n2)cc1	1	2	-9	5	2	5	-1	8	0
O=C(c1ccc(S(=O)(=O)NCC2CCCO2)cc1)N1CCN(c2ccccc2)CC1 (stereo not given)	5	5	-3	-1	2	3	6	9	3
Cc1ccc(N2CCN(C(=O)c3ccccc3NC(=O)C3CCCCC3C(=O)O)CC2)cc1 (stereo not given)	-7	5	0	5	-2	-2	3	2	6
CN(CC(=O)Nc1ccccc1Cl)CC(=O)Nc1c(F)cccc1F	-6	2	-3	9	1	-2	2	2	13
COCC(=O)Nc1nc(-c2ccc(C)cc2)c(C)s1	1	2	-8	4	4	2	-8	-3	10
CCCCN(Cc1cc2cc(C)ccc2[nH]c1=O)C(=O)c1ccccn1	0	-6	3	2	-4	2	10	-3	-4
Cc1cccc(NC(=O)CN2CCC(NC(=O)C3CCCCC3)CC2)c1C	0	4	-3	-6	-1	-1	6	-6	-3
CCC(C)(C)c1nnc(NC(=O)CCC2CCCCC2)s1	-3	7	-2	nt	2	3	5	nt	nt

# Further entries follow.
mol	LYPLA2 inh	PME-1 inh	PAD4 FP inh	PAFAH1B2 inh	LYPLA1 inh	pPAFAH FP inh	GSTO1 inh	PAFAH2 FP inh	PAFAH1B3 inh
Cn1c(SCC(=O)N2CCCCC2)nc2c([nH]c3ccccc32)c1=O	-7	-4	3	3	1	5	3	6	4
CCOC(=O)C1=C(C)Nc2ccccc2N/C1=N\S(=O)(=O)c1cc(C(=O)O)ccc1Cl	9	2	0	1	3	6	nt	10	8
CCN(CC)S(=O)(=O)c1cccc(C(=O)Nc2ccccc2)c1	-3	-2	-1	2	-1	1	1	5	0
CSc1ccc(/C=C2\C(=N)N3N=C(CC(=O)N4CCCCC4)SC3=NC2=O)cc1	-2	-11	-4	4	1	10	-5	-4	-2
Cc1[nH]n(-c2ccccc2)c(=O)c1N=Nc1cccc(C(=O)O)c1	-4	5	-2	6	2	8	-9	-7	-3
Fc1ccccc1N=C1Nc2cccc3cccc1c23	4	7	-1	6	-2	9	-3	2	5
Cc1cc2oc(C(=O)Nc3nonc3C)c(C)c2cc1C	-1	-7	3	0	-1	-3	-1	-4	5
CN(CCOc1ccccc1)CC(=O)Nc1cccc(Br)c1	3	7	2	4	-3	5	9	-5	3
Cc1ccc(-n2ncc3c(NCc4cccnc4)ncnc32)c(C)c1	3	2	1	0	-4	1	1	3	12
COc1ccccc1NC(=S)N1CCN(C(c2ccccc2)c2ccccc2)CC1	-2	-7	-3	3	-3	4	-3	-3	2
COc1ccc(CN2CCNC(=O)C2CC(=O)N(C)CCCN2CCOCC2)cc1C (stereo not given)	-2	-2	0	1	4	2	5	6	3
CCOC(=O)C(C)Oc1cccc2c(=O)n(CC(=O)N3CCCc4ccccc43)ccc12 (stereo not given)	1	-4	2	3	-1	-2	4	5	7
COc1ccccc1N(C)S(=O)(=O)c1ccc(C(=O)OCC(=O)Nc2ccccc2F)cc1	-7	12	-3	3	-5	2	-9	8	8
CNc1nc(Oc2ccc(=O)n(C)n2)nc(N2CCOCC2)n1	4	-2	-1	4	5	1	7	-6	9
CCn1c(=Nc2ccc(N3CCOCC3)cc2)ccc2ccccc21	5	-8	2	0	-3	8	-4	-1	1
O=C(CN1C(=O)NC2(CCCc3ccccc32)C1=O)NCc1ccc(Cl)cc1Cl (stereo not given)	2	5	-5	6	3	1	9	0	0
CCc1ccc(Sc2cc(C(=O)NCCN3CCOCC3)c3ccccc3n2)cc1	3	6	1	1	-2	16	-1	10	3
O=C(/C=C/c1cccs1)NC(=S)NNC(=O)Cc1cccs1	-3	1	3	4	-4	6	-2	4	14
COc1ccc(CN2CCN(Cc3c[nH]c4ccccc34)CC2CCO)c(F)c1 (stereo not given)	3	7	-2	7	-3	19	11	-2	9
CCOC(=O)c1c(C)[nH]c(C2=NNC(=NC(C)COC)SC2)c1C (stereo not given)	-1	-7	-4	0	0	8	26	11	12
